Screening data (PubChem)
KB-V1 MDR tox = kills drug-selected multidrug resistant KB-V1 cells; KB-V1 MDR cells viability, CellTiter-Glo, 72 h; Potency, µM (titrated, usually from 46.1 µM), for inactives: at the top dose activity change, negative = cytotoxicity, most hits filed as cytotoxic; hit rate 3.4% among 400,000; AID 1347076; also: potency is read from the fitted curve at half-maximal effect; % is scaled to controls: 0 for no effect and ±100 for the full control effect; nearly all actives have a fitted effect of over 60% in size
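Cells of the MDR subline KB-V1 are plated, dosed with compound at multiple concentrations, and incubated 72 h at 37 degrees C; CellTiter-Glo is then added and luminescence read after 10 min.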
DRD3 agonist = activates the human D3 dopamine receptor. D3R DiscoveRx beta-arrestin cells, luminescence, 90 min. max activation, %. hit rate 0.58% among 410,000; in the data active = max activation above about 30%; also: 0% is about no effect; mostly tested at two doses, the higher about 12 µM
Target sequence (P35462 whole entry, looked up): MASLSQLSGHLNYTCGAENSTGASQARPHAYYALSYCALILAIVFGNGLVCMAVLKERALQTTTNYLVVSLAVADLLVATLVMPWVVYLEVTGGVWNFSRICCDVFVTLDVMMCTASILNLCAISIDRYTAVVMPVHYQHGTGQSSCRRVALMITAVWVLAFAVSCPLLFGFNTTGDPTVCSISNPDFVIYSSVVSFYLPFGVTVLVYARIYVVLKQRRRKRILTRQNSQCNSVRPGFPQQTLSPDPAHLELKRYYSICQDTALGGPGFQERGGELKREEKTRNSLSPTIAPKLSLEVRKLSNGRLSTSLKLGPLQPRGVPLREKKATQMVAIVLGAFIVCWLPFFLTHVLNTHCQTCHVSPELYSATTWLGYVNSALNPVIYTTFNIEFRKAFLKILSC
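Cells at 1500/well, incubated overnight, then treated with pinned compounds (dopamine as control) for 90 min at 37 degrees C. DiscoveRx reagent added for 30 - 60 minutes at room temperature; luminescence read.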
HEK293 tox = cytotoxic in the GLP-1 receptor inverse agonist counter-screen; HEK293 cAMP-luciferase reporter cells, luminescence, 24 h; Potency, µM (series often up to 38.3 µM), inactives show at the top dose activity change, negative = inhibition, most hits filed as inhibitors; hit rate 0.13% among 410,000;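 also: loss of luciferase light is scored as toxicity; potency is read from the fitted curve at half-maximal effect; % is scaled to controls: 0 for no effect and ±100 for the full control effect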
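Step one: seed cells (200 cells/uL, DMEM with 10% Nu serum, 1% pen-strep). Step two: 12-hour incubation at 37 deg C. Step three: pin 23 nL compound, incubate 24 hr. Step four: add luciferase reagent, read luminescence 12 min later.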
MCF10A rerep = DNA re-replication induction in MCF 10a cells | MCF 10A DNA re-replication, Hoechst nuclear intensity, 48 h | Potency, µM (doses to about 46.1 µM), for inactives: at the highest dose activity, positive = re-replication, hits mostly activators | hit rate 2.9% among 350,000 | AID 624296; also: potency is read from the fitted curve at half-maximal effect; % of control where 0% means no effect; nearly all actives have a fitted effect of over 50% in size
HT1080 IDH1KD tx = kills HT-1080 cells with IDH1 knockdown; HT-1080 IDH1 knockdown viability, ATP luminescence, 48 h; hit rate 2% among 360,000; Potency, µM (doses to about 46.1 µM), for the others: top-dose activity, negative = toxicity, hits mostly cytotoxic; AID 686971;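 also: potency is read from the fitted curve at half-maximal effect; 0% = DMSO wells and -100% = cell-free medium wells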
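After a 2 h attachment period, IDH1KD HT-1080 cells took pin-transferred compound for 48 h at 37 °C; ATP-based luminescence after 10 min room-temperature reagent incubation reported viability.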
SW480 rereplic = inducers of DNA re-replication in SW480 colon cancer cells | SW480 DNA re-replication, Hoechst DNA content imaging, 48 h | Potency, µM (highest dose often 46.1 µM), for the others: top-dose re-replication activation, most hits filed as activators | hit rate 1.8% among 340,000 | AID 624297; also: potency is read from the fitted curve at half-maximal effect; % of control where 0% means no effect; nearly all actives have a fitted effect of over 55% in size
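Hoechst fluorescence of nuclei (405 nm excitation, 500-530 nm emission) measured by plate-scanning imager after 48 hr compound exposure at 37 C; re-replication scored as increased number of nuclei with elevated intensity.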
KB-3-1 cytotox = KB-3-1 parental cell cytotoxicity | KB-3-1 viability, CellTiter-Glo ATP luminescence, 72 h | Potency, µM (doses to about 46.1 µM), without a hit: at the highest dose activity change, negative = cytotoxic, actives largely listed as cytotoxic | hit rate 1.4% among 400,000; also: potency is read from the fitted curve at half-maximal effect; % is scaled to controls: 0 for no effect and ±100 for the full control effect; nearly all actives have a fitted effect of over 60% in size
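KB-3-1 parental drug-naive adenocarcinoma cells in DMEM/10% FBS, incubated 72 h at 37 C with pin-transferred compounds across a concentration series. Viability by CellTiter-Glo luminescence; concentration-response curves fitted after normalization.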
IL1B secr inh = inhibitors of inflammasome signaling (IL-1 beta secretion). THP-1 LPS/ATP IL-1B secretion, AlphaLISA, 16 h; active compounds read low. activity change, % at 57.5 µM. hit rate 4.7% among 360,000; in the data active = activity change below about -50%; inconclusive = mostly about -30% to -49%; also: % is scaled to controls: 0 for no effect and ±100 for the full control effect
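Secreted IL-1B measured by AlphaLISA bead assay after 16 h compound exposure of THP-1 cells; compounds (final up to 57.5 uM) added 1 h before LPS (250 ng/mL) and ATP (1.25 mM) stimulation; lower signal means less secretion.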
HT1080-NT tox = kills 2HG-producing HT-1080-NT fibrosarcoma cells; hit rate 1.6% among 360,000; Potency, µM (highest dose often 46.1 µM), without a hit: at the top dose activity, negative = less viability, usual class: cytotoxic; HT-1080-NT fibrosarcoma viability, CellTiter-Glo ATP luminescence, 48 h; AID 686970;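 also: NT is the 2HG producing partner of a matched IDH1 knockdown line; potency is read from the fitted curve at half-maximal effect; 0% = DMSO-treated cells and -100% = media-only wells without cells; nearly all actives have a fitted effect of over 55% in size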
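HT-1080-NT fibrosarcoma cells (2HG-overproducing), 750 cells/well in RPMI with 5% FBS, dosed after 2 h and incubated 48 h at 37C. CellTiter-Glo luminescence normalized to DMSO and no-cell wells; concentration-response curves fitted and classed.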
The depositor's hits bear a star; ? = inconclusive; · = no result given; [ ] = remark or other dose. Unless noted, calls follow the shape of the dose curve; as a rule, active = well fitted curve in the direction sought with a large enough effect; inconclusive = small, poorly fitted or top-dose-only effect, or another doubt; inactive = no such curve, though single readings can be large; an effect the other way counts as inactive or inconclusive. Outcome played no part in choosing rows (roughly 11% active in at least one column).

SMILES	KB-V1 MDR tox	DRD3 agonist	HEK293 tox	MCF10A rerep	HT1080 IDH1KD tx	SW480 rereplic	KB-3-1 cytotox	IL1B secr inh	HT1080-NT tox
COc1ccc(Cn2c(=O)[nH]c3cc(C(=O)N4CCN(c5cc(C)ccc5C)CC4)ccc3c2=O)cc1	-6%	4	0%	·	·	·	1%	·	·
CC(=O)Nc1ccc(Oc2cc(C#N)c(C#N)cc2N2CCCCCC2)cc1	?	0	-20%	2%	?	-8%	?	-11	-28%
Cc1ccccc1Oc1ccc2c(c1)[C@@H]1C[C@H](N(C)C(=O)NC3CCCCC3)[C@H]([C@H](C)O)C(=O)N1CC2	13%	-20	2%	-7%	-14%	9%[9.22 µM]	0%	-20	-19%
CC(C)C(=O)Nc1ccc(C(=O)Nc2ccc(Br)cc2F)cc1	-11%	1	-19%	-3%	5%	?	8%	-10	5%
COc1ccc(CN(CCC#N)C(=S)NC(=O)c2ccccc2)cc1	?	-2	?	9%	-4%	1%	?	-17	-8%
Nc1ncnc2c1ncn2[C@@H]1O[C@H](CNCc2ccc(-c3cc(C(F)(F)F)ccc3Cl)o2)[C@@H](O)[C@H]1O	0%	-75	-2%	-1%	-6%	-1%	0%	-12	-2%
CCOC(=O)C1(C)NC(c2cccs2)C2C(=O)N(c3ccc(C)cc3)C(=O)C21 (stereo unspecified)	1%	-9	17%	-10%	11%	-9%	-3%	0	3%
CN(C)/C=C/C(=O)c1ccn(S(=O)(=O)c2ccccc2)c1	-8%	1	1%	?	0%	-11%	-6%	0	4%
COC(=O)c1ccc(CN2C(=O)C3CCCCC3C2=O)o1 (stereo unspecified)	?	-5	3%	4%	7%	-19%	-3%	-9	-1%
O=C1N/C(=C/c2ccc(Br)cc2)C(O)=C1C=NCc1ccccc1	?	2	2%	?	?	?	4.6µM*	11	?
COC(=O)c1ccc(CN2[C@H](C(=O)OC)C[C@@]3(O)[C@H](O)[C@H](O)[C@H](O)C[C@@H]23)cc1	0%	3	12%	-10%	5%	-7%	14%	31	12%
COc1cccc(SCc2noc(C(=O)NCC3CC3)c2C(=O)NCC2CC2)c1	-19%	10	-21%	-23%	12%	-8%	3%	-7	8%
COc1ccc(C(CC(=O)O)NC(=O)C2CCCCC2)cc1 (stereo unspecified)	3%	0	-3%	-3%	4%	-1%	-12%	-21	0%
Cc1ccc2nc(SCc3ccc([N+](=O)[O-])cc3)nc(C)c2c1	-13%	12	0%	10%	6%	-3%	?	0	13%
CCOC(=O)CN1C(=O)N2C[C@H]3CON(C)[C@H]3C[C@H]2c2ccccc21	1%	-2	2%	·	18%	·	0%	0	23%
CCCCc1ccc(-c2ccc(Br)cc2)nc1	-8%	1	16%	?	21%	9%	0%	-5	14%
COc1ccc2nc3sc(C(=O)NCCc4ccc(Cl)cc4)cc3cc2c1	6%	0	3%	·	·	·	14%	·	·
COc1ccc(Br)cc1C(=O)Nc1cc(C)cc(C)c1	-20%	-3	7%	0%	-3%	9%	14%	31	-4%
CC(C)N1CCCC(C)(C(=O)Nc2ccccc2)C1 (stereo unspecified)	2%	2	-5%	·	?	·	0%	14	13%
Cc1ccc(C)c(N2CCN(c3ccc(N4C(=O)COCC4=O)cc3[N+](=O)[O-])CC2)c1	10%	0	7%	-1%	10%	-3%	15%	27	15%
CN(C)S(=O)(=O)n1cnc([C@H]2c3c(ncn3Cc3ccccc3)C[C@H]3COC(=O)[C@@H]32)c1	6%	2	?	4%	10%	-3%	14%	11	15%
Cc1ccc(OCC(=O)Nc2nonc2-c2ccc(C)c(C)c2)cc1C	16%	-14	3%	·	·	·	3%	·	·
Cc1ccc(N(O)C(=O)NCCCCNC(=O)N(O)c2ccc(C)cc2)cc1	14%	-3	-11%	?	2%	0%	6%	-8	9%
O=C(CNC(=O)c1ccc(Br)cc1)NCC(=O)OCc1ccc(Cl)cc1	10%	0	0%	-9%	-2%	-2%	4%	12	-1%
COc1ccccc1Nc1ncnc2c1cnn2-c1cccc(C)c1	-21%	3	-38%	?	-9%	6%	-2%	-7	0%
COc1cc(SC)ccc1C(=O)N1CCN(c2ccccc2)CC1	19%	6	-18%	-5%	-7%	3%	?	-80*	1%
O=C(COC(=O)/C=C/c1cccc(F)c1)Nc1ccccc1	-18%	15	3%	1%	8%	-16%	-2%	16	9%
COc1cc2nc(C3CCC3)nc(N3CCN(c4ccccc4OC)CC3)c2cc1OC	7.3µM*	11	?	?	-20%	?	-25%	-25	-17%
Cc1cc(C)c2c(N)c(C(=O)c3ccc(Cl)cc3)sc2n1	?	-5	140%[activator]	-33%[inhibitor]	-28%	15%	-12%	-28	-29%
COc1cc(CNn2c(C)n[nH]c2=S)cc(Br)c1OCc1ccc(F)cc1	0%	-5	-6%	3%	-22%	-4%	3%	9	-4%
COc1ccc(CNC(=O)c2ccc(N(C)S(=O)(=O)c3ccc(C)cc3)cc2)cc1	·	-17	0%	5%	-18%	0%	·	-1	-10%
O=C(N/N=C1\CCc2ccccc21)c1ccccc1Cl	0%	-2	-8%	-1%	-6%	1%	11%	-14	3%
CCCn1nc(C(=O)OCC(=O)Nc2ncc(Cl)c(C)c2Cl)c2ccccc2c1=O	-4%	-2	10%	2%	3%	-11%	17%	29	-4%
O=C(CSc1ccccn1)N1CCCC(Nc2ccc(F)c(F)c2)C1 (stereo unspecified)	·	-19	-6%	10%	-14%	14%	·	4	-3%
CS(=O)(=O)N1N=C(c2ccccc2)CC1c1ccc2nccnc2c1 (stereo unspecified)	21µM*	-2	5%	?	11%	-1%	9%	-5	13%
Cn1cccc1C(=O)NC(=O)CSc1cccc[n+]1[O-]	?	2	-22%	-1%	1%	1%	9%	10	3%
COCCN(Cc1cn(C)nc1-c1ccccc1F)C(C)C	?	-6	-2%	31%	13%	15%	2%	3	8%
COc1ccc(-c2coc3c(CN4CCOCC4)c(O)ccc3c2=O)cc1	0%	-4	-11%	-9%	9%	2%	8%	10	1%
Cc1cc(Cl)ccc1NC(=O)CCCn1nc(C)c2c(C)n(-c3ccccc3)nc2c1=O	1%	8	-16%	·	·	·	5%	·	·
COC(=O)c1ccc(NC(=O)CCn2c(=O)oc3ccccc32)cc1	-23%	2	5%	3%	12%	-4%	7%	21	13%

Some of the entries above, set out differently.
| SMILES | KB-V1 MDR tox | DRD3 agonist | HEK293 tox | MCF10A rerep | HT1080 IDH1KD tx | SW480 rereplic | KB-3-1 cytotox | IL1B secr inh | HT1080-NT tox |
| --- | --- | --- | --- | --- | --- | --- | --- | --- | --- |
| CN(C)S(=O)(=O)n1cnc([C@H]2c3c(ncn3Cc3ccccc3)C[C@H]3COC(=O)[C@@H]32)c1 | 6% | 2 | ? | 4% | 10% | -3% | 14% | 11 | 15% |
| Cc1ccc(OCC(=O)Nc2nonc2-c2ccc(C)c(C)c2)cc1C | 16% | -14 | 3% | · | · | · | 3% | · | · |
| Cc1ccc(N(O)C(=O)NCCCCNC(=O)N(O)c2ccc(C)cc2)cc1 | 14% | -3 | -11% | ? | 2% | 0% | 6% | -8 | 9% |
| O=C(CNC(=O)c1ccc(Br)cc1)NCC(=O)OCc1ccc(Cl)cc1 | 10% | 0 | 0% | -9% | -2% | -2% | 4% | 12 | -1% |
| COc1ccccc1Nc1ncnc2c1cnn2-c1cccc(C)c1 | -21% | 3 | -38% | ? | -9% | 6% | -2% | -7 | 0% |
| COc1cc(SC)ccc1C(=O)N1CCN(c2ccccc2)CC1 | 19% | 6 | -18% | -5% | -7% | 3% | ? | -80* | 1% |
| O=C(COC(=O)/C=C/c1cccc(F)c1)Nc1ccccc1 | -18% | 15 | 3% | 1% | 8% | -16% | -2% | 16 | 9% |
| COc1cc2nc(C3CCC3)nc(N3CCN(c4ccccc4OC)CC3)c2cc1OC | 7.3µM* | 11 | ? | ? | -20% | ? | -25% | -25 | -17% |
| Cc1cc(C)c2c(N)c(C(=O)c3ccc(Cl)cc3)sc2n1 | ? | -5 | 140%[activator] | -33%[inhibitor] | -28% | 15% | -12% | -28 | -29% |
| COc1cc(CNn2c(C)n[nH]c2=S)cc(Br)c1OCc1ccc(F)cc1 | 0% | -5 | -6% | 3% | -22% | -4% | 3% | 9 | -4% |

Next part.
SMILES	KB-V1 MDR tox	DRD3 agonist	HEK293 tox	MCF10A rerep	HT1080 IDH1KD tx	SW480 rereplic	KB-3-1 cytotox	IL1B secr inh	HT1080-NT tox
O=C1Nc2ccccc2C1c1ncc(C(F)(F)F)cc1Cl (stereo unspecified)	27%	2	3%	-3%	3%	-38%	-1%	12	0%
Cc1ccc(C23CC4CC(CC(NC(=O)NC(C)(C)CO)(C4)C2)C3)cc1	-5%	2	-2%	-1%	-12%	-17%	-2%	-8	-10%
C=CCNc1nc(-c2c(C)nc3sccn23)cs1	-28%	7	-15%	13%	-17%	-2%	-20%	-28	-14%
CCn1cc(/C=N\NC(=O)COc2cccc(C)c2C)c(C)n1	?	-15	13%	3%	7%	3%	-2%	36	20%
CC(NC(=O)C12CC3CC(CC(C3)C1)C2)C(=O)NCCN(C)C (stereo unspecified)	11%	-4	-1%	4%	-1%	10%	10%	0	-2%
O=C(COc1ccccc1Cl)Nc1ccc2c(c1)OCO2	?	-10	12%	0%	1%	-5%	-8%	1	-4%
c1ccc2[nH]c(CSc3nnc(-c4ccncc4)o3)nc2c1	-1%	-10	9%	0%	-3%	5%[9.22 µM]	-5%	15	-7%
O=C(COC(=O)c1ccncc1)Nc1cccc2ccccc12	27%	1	-1%	-2%	4%	-6%	14%	10	1%
COc1cccc(CN2CCC(CO)(CC3CCCCO3)CC2)c1 (stereo unspecified)	-11%	-30	0%	-10%	11%	-1%	12%	5	-1%
O=C(Nc1ccccc1)N(CCCN1CCOCC1)Cc1ccccc1F	-5%	-14	-9%	-2%	4%	-7%	5%	-16	6%
